Bioassay records as filed in PubChem BioAssay.
DENV2 CPE = DENV2-induced cell death inhibition; DENV2-infected cells, cytopathic effect rescue, plate reader; CPE inhibition, % at 9.99 µM; 350,000 tested, 1.7% active; in the data active = CPE inhibition above about 20%, passing the limit was not always enough; inconclusive = no clear call, values can overlap the other calls; tested in BHK-21 cells;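 also: 0% = median of neutral control wells and 100% = median of positive control wells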
RAD52 inh = inhibitors of human RAD52 DNA annealing | recombinant RAD52 DNA annealing, FRET fluorescence | inhibition, % at 18.7 µM | 360,000 tested, 0.46% active | AID 651710;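 active = every replicate showing at least 50% inhibition; inconclusive = mean inhibition at least 50% but not in every replicate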
Target sequence (P43351 whole entry, looked up): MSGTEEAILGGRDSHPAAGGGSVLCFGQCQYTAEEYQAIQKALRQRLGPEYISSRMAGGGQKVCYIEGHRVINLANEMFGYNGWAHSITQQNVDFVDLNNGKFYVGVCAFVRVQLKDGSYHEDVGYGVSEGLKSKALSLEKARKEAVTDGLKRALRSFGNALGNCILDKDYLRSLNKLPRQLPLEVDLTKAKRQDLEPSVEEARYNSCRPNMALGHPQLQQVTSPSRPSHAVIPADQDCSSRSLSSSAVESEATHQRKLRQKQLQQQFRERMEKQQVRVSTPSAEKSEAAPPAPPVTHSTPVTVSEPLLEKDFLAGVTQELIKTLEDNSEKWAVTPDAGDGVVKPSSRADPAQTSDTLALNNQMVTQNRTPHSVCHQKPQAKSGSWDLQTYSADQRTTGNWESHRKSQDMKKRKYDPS
Xi reactivation = reactivates the inactive X chromosome in mouse fibroblasts; AID 743238; XiGFP mouse fibroblasts, % GFP-positive cells imaging, 3 d; cells co-treated with 5-aza-dC sensitizer; scaled so ellipticine positive control = 100%; 360,000 tested, 0.055% active; activation, % at 7.58 µM;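 active = mean normalized replicate activation at least 10% and every replicate at or above 10%; inconclusive = only one of the two criteria met; inactive = mean below 10% and not all replicates reach 10%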;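 also: 0% = median of on-plate neutral control wells and 100% = ellipticine 6 µM median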
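Assay system – SV40-immortalized XiGFP fibroblast cells, line 68-5-11 · Buffer or medium – DMEM supplemented with 5-aza-dC as sensitizing agent · Dosing – one concentration, pinned · Benchmarks – positive control ellipticine, 6 µM final · Times – 3 days compound exposure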
CASP6 VEID inh = blocks human caspase-6 cleavage activity | purified caspase-6, Z-VEID-R110 cleavage fluorescence | 350,000 tested, 0.53% active | inhibition, % at 12.5 µM | P55212;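 active = mean inhibition across replicates at least about 35%, with every replicate also reaching that limit, limit read from the data; inconclusive = only one of the two criteria met; inactive = neither criterion met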;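 also: 0% = median of neutral control wells and 100% = no fluorescence left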
Target sequence (P55212 24-179 limits assumed): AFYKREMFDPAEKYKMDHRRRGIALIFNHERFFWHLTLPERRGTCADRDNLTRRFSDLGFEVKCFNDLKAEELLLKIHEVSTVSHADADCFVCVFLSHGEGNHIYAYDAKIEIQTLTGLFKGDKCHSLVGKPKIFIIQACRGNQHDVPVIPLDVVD
Target sequence (P55212 194-293 limits assumed): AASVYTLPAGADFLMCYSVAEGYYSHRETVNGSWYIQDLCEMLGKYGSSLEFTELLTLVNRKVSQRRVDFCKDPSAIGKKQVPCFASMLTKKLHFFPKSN
RAD54 branch = RAD54 (human) branch migration inhibition; RAD54 Holliday junction branch migration, FAM/BHQ fluorescence; inhibition, % at 10.4 µM; 360,000 tested, 0.14% active; AID 602329;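 active = mean normalized replicate activity at least 40 and at least half of replicates scoring 40 or more; inconclusive = only one of the two criteria met; inactive = mean below 40 and under half of replicates reaching 40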;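 also: 0% = median of neutral control wells and 100% = median of positive control wells; inhibitors cause a drop in the FAM fluorescence signal; in these data hits start at about 50%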
E-selectin induc = E-selectin induction on HUVECs. HUVEC E-selectin immunofluorescence imaging; normalized: neutral wells 0, TNF-alpha wells 100. activation, % at 7.58 µM. 260,000 tested, 0.37% active;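 active = mean E-selectin-positive cell signal at least 10% of the positive control, reached in at least 60% of replicates, without over 20% cell loss; inconclusive = no rule given, readout overlaps actives, possibly toxicity-flagged; inactive = the rest, including those meeting only one limit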;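 also: in these data hits start at about 27%; measured in HUVEC primary endothelial cells; signal is the percent of cells scored E-selectin positive by PE staining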
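Test system: HUVEC; input: 3,000 HUVEC/well; measured by: immunofluorescence imaging; read-out: % PE-positive cells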
GSIS activator = primary screen for activators of insulin secretion dependent on glucose, INS-1E cells, GLuc reporter luminescence; INS-1E GLuc reporter insulin secretion, 2-3 h; activation, % at 16.6 µM; 370,000 tested, 0.61% active;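 active = lowest replicate activation of at least 40%, so every replicate reaches that level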;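 also: 0% = median of neutral control wells and 100% = median of IBMX positive control wells; some compounds called inactive have numbers as strong as hits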
F508del corr = CFTR F508del correction in bronchial cells; CFBE cells, YFP halide quenching; stimulated with forskolin plus potentiator P3; % fluorescence drop versus neutral controls; 350,000 tested, 0.36% active; activity (quench increase), % at 7.58 µM;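 active = mean added fluorescence quench of at least 8% versus neutral control, with both replicates also reaching 8%; inconclusive = only one of the mean or replicate conditions met; inactive = mean below 8% and not both replicates reaching 8%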;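 also: cells transiently co-express mutant CFTR-F508del with the halide-sensitive YFP; corrector assay measuring rescue of mutant channel to the surface after 24 h compound exposure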
Starred values were filed as active, the others as inactive; ? = inconclusive; . = no result given; & = joins results of further samples. Hits appear at their usual frequency; 3.7% or so of the library scored in one or more.

SMILES	DENV2 CPE	RAD52 inh	Xi reactivation	CASP6 VEID inh	RAD54 branch	E-selectin induc	GSIS activator	F508del corr
O=C(C[C@@H]1C[C@H]2c3cc(NS(=O)(=O)c4ccc(F)cc4)ccc3O[C@H]2[C@H](CO)O1)NCc1ccc(Cl)cc1	6	2	1.1	0	-6	-0.4	-36	5.3
C/C=C/C(=O)N1CC2(CC(c3cccc(NC(=O)CC(c4ccccc4)c4ccccc4)c3)=NO2)C[C@H]1C(N)=O (some centres undefined)	2	-19	0.0	4	-4	-0.4	-4	1.9
O=C(CCCc1nc(-c2ccccc2Cl)no1)NC1CCCC1	4	-16	0.7	2	3	0.0	-7	2.9
Cc1ccc(-c2noc(CSc3nnc(Cc4ccccc4)n3-c3ccc(Cl)cc3)n2)cc1	14	-7	.	-2	11	.	.	2.8
N#C/C(=C\c1ccc(-c2ccccc2[N+](=O)[O-])o1)C(N)=O	-3	-53	-0.1	0	.	.	0	-0.1
O=C(c1ccco1)c1cn(CC(=O)N2CCCC2)c2ccccc12	9	6	0.5	-1	.	.	3	3.0
Cc1ccc(S(=O)(=O)N[C@@H]2CC[C@H](CC(=O)NC3CCCCC3)O[C@@H]2CO)cc1	-3	1	-0.7	1	-5	-0.1	8	0.5
O=C(C[C@H]1CC[C@@H](NS(=O)(=O)c2ccc(F)cc2)[C@H](CO)O1)NCCN1CCCCC1	?	-1	0.1	0	-7	-1.4	10	-0.6
CCOC(=O)N1CCN(Cc2nc3cc(NC(=O)c4ccco4)ccc3n2CC)CC1	12	-11	-0.1	3	3	1.8	6	1.2
COC(=O)CNC(=O)CSc1nc2sccc2c(=O)n1-c1ccccc1	4	11	0.4	1	-7	.	16	1.4
CC1CN(C(NC(=O)c2ccccc2)C(Cl)(Cl)Cl)CC(C)O1 (centres undefined)	1	-1	-0.1	0	.	1.3	.	-0.2
CC(=O)Nc1ccc(S(=O)(=O)N2CCC(NC(=O)C(Cc3ccc(C)cc3)NC(C)=O)CC2)cc1 (centres undefined)	0	-12	0.1	2	4	.	8	-3.1
CCOC(=O)c1c(/N=C/N(C)C)sc(C(=O)OC)c1C	-1	-21	.	5	7	.	42	0.8
CCOC(=O)c1c(CN2CCN(c3ccccc3)CC2)oc2cc(Br)c(O)cc12	2	-10	0.0	-3	-6	0.0	-36	-3.2
Cc1ccc(C(=O)N2CCN(S(=O)(=O)c3cc(Br)ccc3Br)CC2)o1	-4	-11	0.6	1	-8	-0.2	-6	-2.2
CC(=O)c1ccc(NC(=O)c2cc(C)nc3ccccc23)cc1	1	-15	0.0	-2	-1	0.0	-6	-1.4
O=C(C[C@H]1C[C@H]2c3cc(NC(=O)Nc4ccccc4)ccc3O[C@H]2[C@@H](CO)O1)NCC1CC1	-5	-6	0.1	-8	0	-0.5	3	6.3
COc1cccc(NC(=O)c2ccc(S(=O)(=O)N(C)C)cc2)c1	.	-10	0.0	3	.	.	4	1.2
Cc1ccc(C(C(=O)NC2CCCCC2)N(C(=O)c2csnn2)C2CC2)cc1 (centres undefined)	1	-10	0.2	-2	-4	1.1	27	-0.8
Cc1ccc(S(=O)(=O)N2[C@@H](c3ccccc3)C(C(=O)O)=CC[C@H]2c2cccs2)cc1	1	-4	0.0	0	-1	0.2	-4	-1.0
C[C@H](O)C#Cc1ccc2c(c1)O[C@H](CN(C)C(=O)C1CCC1)[C@H](C)CN([C@@H](C)CO)S2(=O)=O	-4	9	0.0	2	-8	1.0	13	0.1
CCCn1c(/C=C/c2ccco2)nc2ccccc21	-1	-27	0.0	8	.	-2.6	.	.
COc1ccccc1-c1nnc(SCC(=O)NC2CCCCC2)n1C	-7	-7	-0.1	2	-5	-0.1	-5	0.7
Cn1c2ccc(F)cc2c2ncn(CC3CCCO3)c(=O)c21 (centres undefined)	-5	-11	0.0	-4	-6	.	.	1.1
CN1C(=O)c2cc(NC(=O)Nc3cccc(Cl)c3)ccc2OC[C@H]2O[C@@H](CC(=O)NCCc3ccncc3)CC[C@H]21	-11	-15	0.3	-2	4	0.2	-27	-0.8

A different layout for 5 compounds above:
Each structure is followed by: DENV2 CPE, RAD52 inh, Xi reactivation, CASP6 VEID inh, RAD54 branch, E-selectin induc, GSIS activator, F508del corr
- C[C@H](O)C#Cc1ccc2c(c1)O[C@H](CN(C)C(=O)C1CCC1)[C@H](C)CN([C@@H](C)CO)S2(=O)=O
  -4, 9, 0.0, 2, -8, 1.0, 13, 0.1
- Cc1ccc(C(C(=O)NC2CCCCC2)N(C(=O)c2csnn2)C2CC2)cc1 (centres undefined)
  1, -10, 0.2, -2, -4, 1.1, 27, -0.8
- O=C(C[C@H]1C[C@H]2c3cc(NC(=O)Nc4ccccc4)ccc3O[C@H]2[C@@H](CO)O1)NCC1CC1
  -5, -6, 0.1, -8, 0, -0.5, 3, 6.3
- CN1C(=O)c2cc(NC(=O)Nc3cccc(Cl)c3)ccc2OC[C@H]2O[C@@H](CC(=O)NCCc3ccncc3)CC[C@H]21
  -11, -15, 0.3, -2, 4, 0.2, -27, -0.8
- O=C(c1ccco1)c1cn(CC(=O)N2CCCC2)c2ccccc12
  9, 6, 0.5, -1, ., ., 3, 3.0

Following part:
SMILES	DENV2 CPE	RAD52 inh	Xi reactivation	CASP6 VEID inh	RAD54 branch	E-selectin induc	GSIS activator	F508del corr
C[C@H](CO)N1C[C@H](C)[C@H](CN(C)S(=O)(=O)c2ccc(Cl)cc2)Oc2ccc(NC(=O)CCN3CCOCC3)cc2CC1=O	-3	-4	-0.4	2	16	0.0	10	0.2
COc1ccc(C)cc1NC(=O)C(NC(=O)c1cc(OC)c(OC)c(OC)c1)C(C)C (centres undefined)	-1	-5	0.3	0	.	.	-3	-0.2
Cc1nnsc1C(=O)Nc1cccc(Cl)c1C	16	-8	0.4	19	-3	-0.1	-1	0.1
CCOC(=O)C(Cc1c[nH]c2cc([N+](=O)[O-])ccc12)(NC(C)=O)C(=O)OCC	2	10	0.0	0	-1	0.1	-3	5.5
O=C(NCCCN1CCOCC1)c1ccc(N2CCOCC2)c([N+](=O)[O-])c1	1	-4	0.4	-6	1	-0.1	8	4.0
O=C(NCCNc1ccc([N+](=O)[O-])cc1)c1ccc(Cl)cc1	1	-12	0.1	1	.	.	13	-1.2
COc1ccccc1NS(=O)(=O)c1ccc(NC(=O)Cc2cccs2)cc1	9	-27	-0.1	-1	7	.	12	.
Cc1cc(C)nc(SCc2ccc(C(=O)N/N=C/c3ccccn3)cc2)n1	.	-56	0.0	0	.	8.8	4	1.7
Cc1nc2ccc(S(=O)(=O)NC(C(=O)N3CCCCCC3)C(C)C)cc2s1 (centres undefined)	1	-18	0.2	-1	4	.	8	-1.0
CC(CCN1CCOCC1)c1ccccc1 (centres undefined)	1	3	0.3	1	-9	.	2	0.3
S=C(Nc1ccccn1)NC1CCCCC1	-8	-10	0.3	-3	-1	-0.1	14	-1.7
O=C(CSc1nnc(CNC(=O)c2c(F)cccc2F)o1)NCC1CCCO1 (centres undefined)	-11	-13	0.2	-7	5	.	12	2.0
S=C(NCc1ccccc1)NCc1ccccc1Cl	-6	-10	-0.1	0	-4	-0.4	-10	1.3
CC(C)(CO)CNC(=O)CCc1nnc(-c2ccc(-c3ccccc3)cc2)o1	-2	-21	0.1	-2	1	.	6	-7.1
COc1cccc(S(=O)(=O)N(C)C[C@H]2OCc3cnnn3CCCC(=O)N([C@H](C)CO)C[C@@H]2C)c1	-1&1	-14&8	0.0&-0.2	2&0	-7&5	0.0&0.5	11&4	1.3&-0.7&1.5
CC1(C)CN(O)CCN1O	6	-5	0.5	-12	.	.	2	.
C[C@H](CO)N1C[C@H](C)[C@@H](CN(C)S(=O)(=O)c2ccccc2)Oc2ccc(NS(=O)(=O)c3ccccc3)cc2C1=O	-4&-6	0&-11	-0.7&-0.2	2&2	0	-1.7	2&-25	1.4&1.1
O=C(Nc1nccs1)c1ccc(NC(=O)C2CC=CCC2C(=O)O)cc1 (centres undefined)	-2	-1	0.1	0	.	2.1	8	0.9
COc1cc2c(cc1OC)CN(C(=O)[C@H]1[C@@H]3C(=O)O[C@@H](c4ccccc4)[C@@H](c4ccccc4)N3[C@@H](c3ccc(O)cc3)[C@]13C(=O)Nc1ccc(C#CC4(O)CCCCCC4)cc13)CC2	2	5	.	-4	-6	.	.	1.0
COc1ccc2c3c(n(C)c2c1)[C@H](CO)N(C(=O)Nc1ccc(F)cc1)CC31CCN(Cc2ccccc2F)CC1	-6	55*	0.2	0	.	0.4	-32	3.6
COc1cc(OC)cc(C(=O)OCC(=O)NC(C)CCc2ccccc2)c1 (centres undefined)	1	-9	0.0	0	21	1.5	-6	-0.9
COc1ccc2oc(=O)c(C(=O)NCc3ccc(C)cc3)cc2c1	2	-12	0.3	0	-5	0.0	-4	-2.6
COCCNC(=O)C[C@H]1C[C@H]2c3cc(NC(=O)Nc4ccccc4)ccc3O[C@H]2[C@H](CO)O1	5	13	0.0	1	1	0.1	8	1.4
CCO[C@H]1OC(C(=O)N2CCOCC2)=C[C@@H](C)[C@@H]1CCCO	-7	-3	0.1	-2	-3	0.0	16	1.0
O=C(Nc1cccc(C(=O)N2CCCC2)c1)c1ccccc1	.	5	.	-1	-1	.	-18	.

(cont.)
SMILES	DENV2 CPE	RAD52 inh	Xi reactivation	CASP6 VEID inh	RAD54 branch	E-selectin induc	GSIS activator	F508del corr
COc1ccc(C2CC(c3ccccc3)=NN2C(=O)COC(=O)CNC(=O)c2ccccc2)cc1 (centres undefined)	-8	-30	0.2	-2	5	-8.2	-24	0.0
O=C(C[C@@H]1CC[C@@H]2[C@H](COC[C@H](O)CN2Cc2cccc(C(F)(F)F)c2)O1)NCc1ccc(Cl)cc1	-3&-3	-14&-29	-0.1&0.0	-8&1	3	0.0&5.0	-11&-44	4.3&2.2
O=C(O)CSc1nnc(-c2cccc(S(=O)(=O)N3CCOCC3)c2)n1-c1ccc(F)cc1	9	-3	0.0	-2	3	.	27	-2.3
O=Nc1c(-c2ccccc2)cc2ccccn12	-4	-10	0.0	1	3	.	19	-1.5
c1ccc(CN2[C@@H]3CNC[C@H]2C3c2ccc(-c3cccnc3)cc2)nc1 (some centres undefined)	16	.	0.0	.	.	-0.1	15	-0.5
CCc1nc2ccc(C(=O)NCc3cccs3)cn2c1N(CCC(C)C)CCN(C)C	5	-32	-0.2	-3	17	.	.	-3.5
Cc1ccc(C)c(S(=O)(=O)N2CCN(C(=O)CCC(=O)c3cc(C)sc3C)CC2)c1	?	-58	0.1	-1	-3	.	-36	2.5
CC(C)(C)c1ccc(C2C(C(=O)c3ccco3)=C(O)C(=O)N2CC2CCCO2)cc1 (centres undefined)	6	-4	0.1	-1	-5	.	8	2.1
COc1ccc(N2CCN(C3CCCN(C(=O)CSC)C3)CC2)cc1 (centres undefined)	5	-14	0.0	2	0	-0.2	-7	-1.0
CCC[C@H]1COCCS(=O)(=O)N1Cc1ccccc1F	6	-15	0.0	-7	-4	-0.1	-9	-1.2
C[C@@H]1CN([C@@H](C)CO)C(=O)c2cccc(NS(=O)(=O)c3ccc(Cl)cc3)c2O[C@H]1CN(C)S(=O)(=O)c1cccs1	3	-13	0.1	1	8	0.3	-5	2.2
COc1ccc2c3c([nH]c2c1)[C@H](CO)N(S(=O)(=O)c1cn(C)cn1)CC31CCN(CC2CCCC2)CC1	-7	0	0.1	1	.	0.3	2	0.2
